Lmaj promast – Leishmania major promastigote growth inhibition; hit rate 9% among 200,000; inhibition, % at 10 µM; Leishmania major promastigotes, resazurin fluorescence viability; AID 1063; in the data active = inhibition above about 50%;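 note: promastigotes grown with compound for 44 hours at 28 °C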
FLuc stim CS – affects firefly luciferase, flagging false hits in luciferase stimulation screens. AID 1027. activation factor at 10 µM. ATPlite luciferase biochemical, luminescence, 10 min; 0 = ATP-free wells, 1 = DMSO control. P08659. 200,000 tested, under 10 active;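 active = luciferase activation factor, scaled between plate controls, of at least 2 with compound at 10 µM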
Target sequence (P08659 whole entry, looked up): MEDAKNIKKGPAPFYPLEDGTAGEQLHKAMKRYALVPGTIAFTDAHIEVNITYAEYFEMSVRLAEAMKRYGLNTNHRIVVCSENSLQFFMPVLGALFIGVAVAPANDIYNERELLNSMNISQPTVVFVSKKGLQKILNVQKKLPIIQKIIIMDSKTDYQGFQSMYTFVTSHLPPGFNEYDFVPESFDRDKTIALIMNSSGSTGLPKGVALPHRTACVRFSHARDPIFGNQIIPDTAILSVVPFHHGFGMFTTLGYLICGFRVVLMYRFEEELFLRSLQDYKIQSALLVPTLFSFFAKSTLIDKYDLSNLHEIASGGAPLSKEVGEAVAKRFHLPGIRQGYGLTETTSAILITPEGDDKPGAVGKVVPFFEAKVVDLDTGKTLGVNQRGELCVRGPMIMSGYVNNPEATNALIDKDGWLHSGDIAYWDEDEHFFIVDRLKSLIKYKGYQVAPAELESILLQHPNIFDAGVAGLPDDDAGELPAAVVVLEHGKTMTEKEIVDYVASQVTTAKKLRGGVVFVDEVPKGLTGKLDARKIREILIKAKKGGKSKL
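Assay system – cell-free luciferase reagent · Medium – PBS-based ATP solution · Dosing – test compounds dosed from 2 mM stocks in 100% DMSO · Timing – 10 min, room temperature · Technique – light output (luminescence) · Measure – luminescence gain marking luciferase activators · Controls – No-ATP low control, compound-free enzyme-plus-ATP high control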
bIAP act – increases bovine intestinal alkaline phosphatase activity | purified bovine IAP, CDP-star luminescence, 30 min; active compounds read high; fold of DMSO-control signal, blank-subtracted | hit rate 0.17% among 200,000 | activation factor at 20 µM;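 active = activation factor of 2 or more at 20 µM, a signal rise over negative controls twice the positive control's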
TNAP act hi DEA – increases human TNAP activity under high phosphate acceptor concentration. purified TNAP, CDP-star luminescence, 1 M DEA, 30 min; active compounds read high; 0 = EDTA background, 1 = DMSO-only activity. 200,000 tested, under 10 active. activation factor at 20 µM;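 active = activation factor at least 2 at 20 µM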
Target sequence (P05186 whole entry, looked up): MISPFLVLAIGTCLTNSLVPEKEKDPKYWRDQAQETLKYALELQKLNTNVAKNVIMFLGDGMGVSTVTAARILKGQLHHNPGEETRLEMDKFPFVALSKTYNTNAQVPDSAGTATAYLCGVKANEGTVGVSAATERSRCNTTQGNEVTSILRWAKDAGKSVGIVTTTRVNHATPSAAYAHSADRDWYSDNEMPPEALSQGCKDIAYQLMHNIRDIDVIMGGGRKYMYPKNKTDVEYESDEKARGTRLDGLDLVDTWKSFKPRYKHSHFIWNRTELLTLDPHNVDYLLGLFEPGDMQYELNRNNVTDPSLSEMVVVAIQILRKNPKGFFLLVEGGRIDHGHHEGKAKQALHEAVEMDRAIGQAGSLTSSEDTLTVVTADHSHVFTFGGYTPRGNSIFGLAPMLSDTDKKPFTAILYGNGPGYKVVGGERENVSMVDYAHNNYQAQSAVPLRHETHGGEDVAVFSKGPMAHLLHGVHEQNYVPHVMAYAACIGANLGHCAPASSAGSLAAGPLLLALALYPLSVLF
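Test system – human TNAP · Doses – 20 µM single point · Incubation – 30 min, room temperature · Signal – luminescent substrate turnover signal · Read-out basis – activation factor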
RAM network inh – inhibitors of the yeast RAM network. AID 868. S. cerevisiae dse1pr::URA3 reporter, 5-FOA growth OD615, 2 d; analog-sensitive cbk1-as2 kinase mutant strain. inhibition, % at 50 µM. hit rate 1.8% among 190,000;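 active = inhibition above a set limit, 3 SD over mean compound inhibition, cut at about 8.4% in these data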;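 note: 0% = DMSO-only wells with no growth and 100% = 10 µM 1-NA-PP1 full growth; inhibition rescues growth on 5-FOA so higher OD means more RAM inhibition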
TNAP inh hi DEA – blocks human TNAP under high phosphate acceptor concentration; inhibition, % at 20 µM; P05186; purified TNAP, CDP-star luminescence, 1 M DEA; hit rate 0.03% among 200,000;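 active = over 50% inhibition of tissue-nonspecific alkaline phosphatase at 20 µM in the single-dose screen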;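 note: plate controls were DMSO wells for no effect and EDTA-quenched wells as full inhibition for full effect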
APP 5UTR inh – APP translation inhibition; SH-SY5Y APP 5'UTR-luciferase reporter, luminescence; AID 1285; inhibition, % at 2 µM; hit rate 0.82% among 190,000;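 active = inhibition above a set limit, derived from the sample mean plus 3 SD, cut at about 45% in these data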; note: values of inactives mirror those of a sister screen read the other way
bIAP inhibitor – blocks bovine intestinal alkaline phosphatase activity; 190,000 tested, under 10 active; purified bovine IAP, CDP-star luminescence, 30 min; inhibition, % at 20 µM;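 active = over 50% inhibition of intestinal alkaline phosphatase at 20 µM in the single-dose screen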
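System: Purified bovine intestinal alkaline phosphatase (IAP) enzyme | Input: IAP diluted 1/65,000,000 in the well | Also added: CDP-star chemiluminescent phosphatase substrate, 30 µM final | Dosing: 20 µM single dose | Times: Enzyme reaction for 30 min at room temperature | Detection: Luminescence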
FLuc inh counter – Photinus pyralis luciferase inhibition counter-screen; P08659; ATPLite firefly luciferase biochemical luminescence, 10 min; inhibition, % at 10 µM; hit rate 1.5% among 200,000;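 active = inhibition above about 50% when tested at 10 µM, limit read from the data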
TNAP inh no acc – TNAP (human) inhibition, acceptor-free conditions; P05186; hit rate 0.26% among 200,000; inhibition, % at 20 µM; purified TNAP, CDP-star luminescence, 30 min;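 active = tissue-nonspecific alkaline phosphatase inhibition above about 50% at 20 µM in the single-dose screen, limit read from the data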;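 note: 0% = DMSO negative control and 100% = EDTA positive control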
* = called active by the depositor; nt = no result given.

SMILES | Lmaj promast | FLuc stim CS | bIAP act | TNAP act hi DEA | RAM network inh | TNAP inh hi DEA | APP 5UTR inh | bIAP inhibitor | FLuc inh counter | TNAP inh no acc
CS(=O)(=O)c1ccccc1-c1nc(-c2ccc(C(F)(F)F)cc2)no1 | -1 | 1 | 1 | 1 | 1.9 | -1 | -13 | 4 | -2 | -8
CCn1c(SCC(=O)Nc2nc3ccc(OC)cc3s2)nc2c1c(=O)n(C)c(=O)n2C | 6 | 1 | 1 | 1 | 1.9 | -4 | -28 | -3 | -2 | -6
Cn1c(C(=O)OCC(=O)NCc2cccs2)cc2sccc21 | -4 | 1 | 0.8 | 1 | 2.8 | -2 | -1 | 18 | -3 | -3
CCOC(=O)CSC1=C(C#N)C(c2ccccc2Cl)C(C(=O)OC)C(=O)N1 (stereo not given) | -2 | 1 | 1 | 1.1 | 1.8 | -5 | -8 | 0 | 1 | -9
Cc1nn(C)cc1/C=C1\CCC/C(=C\c2cn(C)nc2C)C1=O | 6 | 0.9 | 0.7 | 1 | 2.9 | 2 | 1 | 26 | 12 | 0
COc1ccc(-c2nc(CN3CCC(C(=O)N4CCc5ccccc54)CC3)c(C)o2)cc1OC | 21 | 1.1 | 0.9 | 1 | 0.9 | -4 | nt | 6 | -7 | 16
O=[N+]([O-])c1ccc(-c2ccc(/C=N/Nc3nc(NCc4ccccc4)nc(N4CCOCC4)n3)o2)cc1 | 14 | 1 | 0.9 | 0.9 | 1.2 | 15 | -1 | 11 | -4 | 16
COc1ccc(-c2noc(-c3ccccc3C(=O)Nc3cccnc3)n2)cc1OC | 71* | 1 | 1 | 1 | 1.6 | -5 | 18 | -5 | -1 | -8
COc1cc(SC)ccc1C(=O)Nc1ccc(C)cc1 | -3 | 0.5 | 1 | 1.1 | 0.4 | -5 | -184 | 3 | 54* | -4
Cc1occc1-c1nnc(SCC(=O)N2CCOCC2)n1Cc1ccco1 | 10 | 1 | 1 | 1 | 0.7 | 2 | 20 | 2 | 5 | -2
Cc1ccccc1Cn1nnc(-c2ccc3c(c2)OCO3)n1 | -6 | 1 | 1 | 1 | 1.1 | 3 | -15 | 1 | 4 | -1
COc1ccc2nc(SCC(C)=O)c(C#N)cc2c1 | 1 | 0.9 | 0.9 | 1 | 3.8 | 3 | -138 | 11 | 13 | 2
O=C(COC(=O)c1ccco1)Nc1ccccc1[N+](=O)[O-] | -5 | 1.1 | 1.1 | 1 | 2.1 | -4 | -16 | -7 | -6 | -12
O=C(CP(=O)(c1ccccc1)c1ccccc1)N1CCCCC1 | -7 | 1 | 0.9 | 1 | 0.3 | 2 | -8 | 6 | 2 | -5
CC(C)Sc1nc2c(c(=O)[nH]c(=O)n2C)n1CCc1ccccc1 | 1 | 1.1 | 0.9 | 1 | 5.9 | -3 | -22 | 7 | -8 | 3
Cc1ccc(S(=O)(=O)Nc2ccc(S(=O)(=O)N3CCCC3)cc2)cc1 | -3 | 1 | 0.9 | 1.1 | 2.1 | -6 | 13 | 8 | -3 | 12
COCCOC(=O)C1=C(C)NC(SCC(=O)NC(C)(C)C)=C(C#N)C1c1ccco1 (stereo not given) | 11 | 1.1 | 1 | 1 | 2.5 | -1 | 2 | -4 | -5 | -4
COc1ccc(C(=O)C2CCCN(C(=O)c3ccccc3C(C)=O)C2)cc1F (stereo not given) | 0 | 1 | 1.1 | 1 | 2.9 | 4 | -5 | -12 | -5 | -4
Cc1ccc(NC(=S)NNS(=O)(=O)c2ccc3ccccc3c2)cc1Cl | -4 | 1 | 1.1 | 0.9 | 6.9 | 8 | 11 | -5 | 0 | 6
CCn1cc(CNC(=O)c2cc([N+](=O)[O-])c(C)c([N+](=O)[O-])c2)cn1 | 19 | 1.1 | 0.9 | 1.1 | 0.3 | -6 | -17 | 14 | -6 | -7

Some entries already given with just TNAP act hi DEA.
| canonical_smiles | TNAP act hi DEA |
| --- | --- |
| Cc1ccc(NC(=S)NNS(=O)(=O)c2ccc3ccccc3c2)cc1Cl | 0.9 |
| Cc1ccccc1Cn1nnc(-c2ccc3c(c2)OCO3)n1 | 1 |

Going on with the list:
SMILES | Lmaj promast | FLuc stim CS | bIAP act | TNAP act hi DEA | RAM network inh | TNAP inh hi DEA | APP 5UTR inh | bIAP inhibitor | FLuc inh counter | TNAP inh no acc
CC(C)c1csc(CN2CCC(N3CCC(C(=O)NCC4CCCO4)CC3)CC2)n1 (stereo not given) | -7 | 1 | 1.1 | 1 | 0.3 | -1 | 1 | -8 | -4 | -8
O=C(NC(=S)Nc1nc(-c2ccc(Br)cc2)cs1)c1cccnc1 | -3 | 1.1 | 0.8 | 1 | 6.1 | 1 | 1 | 17 | -5 | 2
O=C1C=C(Nc2ccccc2)c2ccccc2C1=O | 100* | 1 | 1 | 0.8 | 1.6 | 20 | 2 | 3 | -1 | 10
Cn1c(SCC(=O)C(C)(C)C)nnc1-c1cccnc1 | -3 | 1.1 | 0.9 | 1.1 | 0.4 | -5 | -14 | 9 | -6 | -10
COc1ccc(Cc2noc(CN3CCCC(OCc4ccccn4)C3)n2)cc1OC (stereo not given) | -4 | 1 | 1 | 1 | 0.2 | -3 | -5 | 1 | -3 | -6
Fc1ccccc1NC(=S)N1CCN(Cc2ccccc2)CC1 | -5 | 1 | 1.3 | 1.1 | -0.2 | -6 | 7 | -26 | -1 | -6
COc1ccc(Nc2nc(N)nc(CSC(=S)N3CCN(C)CC3)n2)cc1 | 4 | 1 | 1.1 | 1.1 | 0.8 | -8 | -2 | -14 | 0 | -4
CCCn1nnnc1SCC(=O)N1CCN(C(=O)c2ccco2)CC1 | -1 | 1 | 1 | 0.9 | 0.3 | 8 | -1 | 4 | -1 | -2
CC(=O)C(Sc1ccc2nnc(-c3ccncc3)n2n1)C(C)=O | 3 | 1 | 1 | 1 | 0.6 | 1 | 13 | 2 | -4 | -8
COc1ccc(NC(=O)C(CCSC)N2C(=O)c3ccccc3C2=O)cc1 (stereo not given) | -5 | 1 | 0.7 | 1 | 1.3 | -4 | 5 | 28 | -4 | -14
CCn1c(=O)ccc2cc([N+](=O)[O-])ccc21 | -2 | 1 | 1.3 | 1 | 0.1 | -3 | -5 | -30 | -2 | -6
Cc1ccc(-n2ncc3c(=O)n(CC(=O)N4CCCc5ccccc54)cnc32)cc1C | 5 | 1.1 | 0.9 | 1 | 1.5 | -2 | -4 | 8 | -6 | -7
CN(C)S(=O)(=O)c1ccc(C(=O)OCn2nnc3ccccc3c2=O)cc1 | 9 | 1.1 | 1 | 1 | 4.3 | -3 | -125 | 1 | -8 | 9
Fc1ccc(Nc2c3c(nc4ccccc24)CCC3)cc1 | 72* | 1.1 | 0.9 | 1.1 | 1.1 | -6 | 24 | 14 | -9 | -19
COC(=O)c1ccc(C(=O)OC)c(NC(=S)N2CCN(c3ccc(F)cc3)CC2)c1 | -7 | 1 | 1.1 | 1 | 3.0 | 0 | 9 | -6 | -2 | -1
CCN(CC(=O)Nc1cccc(Br)c1)Cc1nc2ccccc2c(=O)[nH]1 | 2 | 1.1 | 0.9 | 1.1 | -1.6 | -8 | 25 | 5 | -7 | -18
CC1=C(C)CC(C(=O)Nc2ccc3c(c2)OCO3)C(C(=O)O)C1 (stereo not given) | -5 | 1 | 1.2 | 1 | -0.9 | -3 | -8 | -16 | -1 | -13
CC(C)(C)c1ccc(Cn2nnc3c(=O)[nH]c(C4CCN(C(=O)Cc5cccs5)CC4)nc32)cc1 | -5 | 1 | 1 | 1.1 | 1.5 | -10 | -12 | -1 | -5 | -1
NC(=O)CSc1nnnn1-c1ccc2c(c1)OCCO2 | -5 | 1.1 | 1 | 1 | 1.6 | -3 | -6 | 2 | -6 | -10
Cc1sc2ncnc(N[C@@H](CCC(=O)O)C(=O)O)c2c1C | -3 | 1 | 1 | 1 | 0.8 | -5 | -12 | 4 | -2 | -16
CCOC(=O)/C(C#N)=C(C)/C=C1\Sc2ccccc2N1CC | 1 | 1 | 0.7 | 0.9 | 22* | 13 | -69 | 32 | 4 | 6
Cc1nnc(SCC(=O)NC23CC4CC(CC(C4)C2)C3)s1 | 0 | 1 | 1 | 1 | 1.1 | 0 | 9 | 4 | 2 | -3
C#CCOCCOCCOCCNc1nc(N2CCN(C(=O)[C@H](Cc3ccc(O)cc3)n3cc(C(N)CC(C)C)nn3)CC2)nc(N2CCN(C(=O)[C@H](CCC(=O)O)n3cc(C(N)[C@H](C)CC)nn3)CC2)n1 (stereo not given in full) | -5 | 1 | 1.3 | 1 | 0.2 | -4 | -9 | -26 | -1 | -10
COc1cccc(CNc2nc(SC)ncc2CO)c1 | -9 | 1 | 1 | 1 | 3.4 | -4 | -8 | -4 | -2 | -9
C=CCNc1ccc(N2C(=O)C3CCC(C)CC3C2=O)cc1[N+](=O)[O-] (stereo not given) | -9 | 1.1 | 0.9 | 0.9 | 1.4 | 13 | -14 | 6 | -5 | 7
COc1cccc(-c2nnc(-c3ccc(C(F)(F)F)cc3)o2)c1 | -5 | 0.9 | 0.9 | 1 | 2.1 | 0 | -32 | 9 | 9 | 6
Cc1[nH][nH]c(=O)c1/C=N/N1CCOCC1 | -4 | 1 | 1 | 1 | -0.1 | -4 | -17 | -5 | -4 | -6
COc1ccc(-c2cc(C(F)(F)F)nc(N3CCCCC3)n2)cc1OC | 14 | 1.1 | 1 | 1 | 2.7 | -1 | 0 | 5 | -7 | -9
COc1cccc(-c2cc(C(=O)N3CCN(c4ncccn4)CC3)c3ccccc3n2)c1 | 1 | 0.7 | 1 | 1 | 0.7 | -2 | 0 | -1 | 31 | -4
COc1cccc(N2CCN(C3CCCC(C)C3)CC2)c1 (stereo not given) | 69* | 1.1 | 1 | 1 | 0.0 | -4 | -1 | -1 | -8 | -9

Looked up above:
Value of C#CCOCCOCCOCCNc1nc(N2CCN(C(=O)[C@H](Cc3ccc(O)cc3)n3cc(C(N)CC(C)C)nn3)CC2)nc(N2CCN(C(=O)[C@H](CCC(=O)O)n3cc(C(N)[C@H](C)CC)nn3)CC2)n1 (stereo not given in full) in APP 5UTR inh: -9
Value of COc1cccc(-c2nnc(-c3ccc(C(F)(F)F)cc3)o2)c1 in bIAP inhibitor: 9
Value of COc1cccc(N2CCN(C3CCCC(C)C3)CC2)c1 (stereo not given) in FLuc stim CS: 1.1

(continued)
SMILES | Lmaj promast | FLuc stim CS | bIAP act | TNAP act hi DEA | RAM network inh | TNAP inh hi DEA | APP 5UTR inh | bIAP inhibitor | FLuc inh counter | TNAP inh no acc
Cc1ccc(NC(=O)CC2CS(=O)(=O)CC2CC(=O)Nc2ccc(C)c(C)c2)cc1C (stereo not given) | -2 | 1 | 1.1 | 1 | 2.4 | -3 | 0 | -7 | -4 | -8
NS(=O)(=O)c1ccc(NC(=O)COC(=O)CCC2CCCC2)cc1 | -11 | 1.1 | 0.9 | 1 | 1.0 | -1 | -2 | 12 | -7 | -12
C/C(=N\NC(=O)CCc1ccccc1)C1C(=O)c2ccccc2C1=O | -3 | 0.7 | 0.9 | 1 | 3.0 | 4 | -40 | 7 | 30 | -1
O=C(COC(=O)C1CCN(/C=C/C(=O)C(F)(F)F)CC1)Nc1ccccc1 | -2 | 1 | 0.9 | 1 | 1.8 | -3 | -3 | 14 | -5 | -15
Cc1cc(C(=O)NCCc2ccccc2)c2cc(F)ccc2n1 | -6 | 1 | 1.1 | 1 | 0.2 | -4 | -13 | -15 | -1 | -6

High-throughput results (PubChem)
